# Epigenetic reg = derepresses silenced GFP reporter in murine cells; 280,000 tested, 0.2% active; AID 1865; Potency, µM (highest dose often 53.9 µM), for inactives: at the highest dose GFP activation, actives largely listed as activators; murine LDR cells, GFP reporter derepression, 30 h; note: % of control where 0% means no effect; nearly all actives have a fitted effect of over 60% in size
#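 Readout is the number of GFP-expressing murine LDR cells, counted by cytometry following washing. Cells were treated with compound for 30 h at 37 C; the stably integrated CMV-GFP locus is normally silent.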
# GoLoco inh red = blocks human Gai1 binding to RGS12 GoLoco peptide, red readout. 230,000 tested, 0.44% active. Gai1:RGS12 GoLoco peptide FP, rhodamine, 10 min. Potency, µM (titrated, usually from 61.6 µM), without a hit: top-dose activity, negative = inhibition, actives largely listed as inhibitors. AID 880; active = well fitted inhibition curve with a large enough effect, not every such curve was filed as active; inactive = no such curve, though single readings can be large or run the other way; note: % is set by controls: 0 for no effect and ±100 for the full control effect; nearly all actives have a fitted effect of over 30% in size; many of its hits are not listed in these tables
# Luc counter = blocks Kinase-Glo luciferase, a counter-screen artifact; Kinase-Glo luciferase, ATP luminescence, 8 min; Potency, µM (series often up to 38.3 µM), inactives show top-dose activity change, negative = inhibition, usual class: inhibitors; AID 1379; 200,000 tested, 0.28% active; note: % is set by controls: 0 for no effect and ±100 for the full control effect; nearly all actives have a fitted effect of over 60% in size
#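 Light output from Kinase-Glo luciferase with luciferin and 10 uM ATP in 50 mM imidazole pH 7.2, KCl, MgCl2, Tween 20, BSA; compound pin-delivered, 8-min ambient incubation, then luminescence read.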
# NPSR antag = neuropeptide S receptor (human) antagonism, cAMP; Potency, µM (highest dose often 38.3 µM), for inactives: at the top dose activity change, negative = inhibition, most hits filed as inhibitors; CHO-NPSR cells, cAMP TR-FRET, antagonist mode; Q6W5P4; AID 1461; 220,000 tested, 1% active; note: % is set by controls: 0 for no effect and ±100 for the full control effect; nearly all actives have a fitted effect of over 50% in size; many of its hits are not listed in these tables
# Target sequence (Q6W5P4 whole entry, looked up): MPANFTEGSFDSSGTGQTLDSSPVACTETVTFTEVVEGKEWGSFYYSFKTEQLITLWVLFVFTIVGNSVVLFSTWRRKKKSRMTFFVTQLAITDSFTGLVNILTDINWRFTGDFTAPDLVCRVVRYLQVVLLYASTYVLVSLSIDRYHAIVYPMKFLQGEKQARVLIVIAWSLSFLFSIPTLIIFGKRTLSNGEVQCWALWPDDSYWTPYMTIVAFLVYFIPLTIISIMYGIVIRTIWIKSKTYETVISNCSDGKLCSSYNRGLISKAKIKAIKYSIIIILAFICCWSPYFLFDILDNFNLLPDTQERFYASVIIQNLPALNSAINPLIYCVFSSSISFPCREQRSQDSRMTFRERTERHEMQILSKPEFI
# KDM4E inh = JMJD2E (human) inhibition; B2RXH2; JMJD2E catalytic domain, FDH-coupled NADH fluorescence (FDH is formaldehyde dehydrogenase); Potency, µM (titrated, usually from 57.1 µM), for the others: at the highest dose activity change, negative = inhibition, usual class: inhibitors; 230,000 tested, 1.6% active; active = well fitted inhibition curve with a large enough effect, not every such curve was filed as active; inconclusive = small, poorly fitted or top-dose-only effect, or another doubt; inactive = no such curve, though single readings can be large or run the other way;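 note: 0% = wells with enzyme and -100% = buffer wells without enzyme; nearly all actives have a fitted effect of over 50% in size; many of its hits are not listed in these tables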
# SMN2 splice up = increases expression of the SMN2 splice variant | HEK293 SMN2-luciferase splicing reporter, luminescence, 30-36 h | Potency, µM (highest dose often 46.1 µM), for inactives: top-dose activity change, positive = activation, most hits filed as activators | 210,000 tested, 2.8% active | AID 1458; note: % of control where 0% means no effect; nearly all actives have a fitted effect of over 55% in size
#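 HEK293 cells carry an SMN2 minigene-luciferase reporter in which exon 7 inclusion puts luciferase in frame. Cells were seeded at 2000 cells/well, attached for 10-12 hours, then exposed to compounds for 30-36 hours at 37C before ONE-Glo luminescence.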
# IMPase Li inh = membrane-permeable IMPase blocker, potentiated with lithium. Potency, µM (titrated, usually from 59.4 µM), for inactives: top-dose activity, negative = IMPase inhibition, hits mostly inhibitors. CHO-M1 cells, IP1 TR-FRET (IP-One), carbachol + lithium. 210,000 tested, 0.35% active;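 note: IP1 builds up when IMPase is blocked and the TR-FRET signal falls; plate controls were basal vehicle for no effect and high inhibitor control for full effect; nearly all actives have a fitted effect of over 50% in size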
#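 Readout is a homogeneous TR-FRET IP1 immunoassay (Ex 320, Em 665 and 620), where raised cytosolic IP1 lowers signal. Cells were CHO-M1 treated 30 min at 37C with test compounds plus a little lithium; AC50 values came from Hill-equation fitting.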
# RECQ1 inh = RECQ1 (human) helicase inhibition | Potency, µM (highest dose often 57.3 µM), inactives show at the highest dose activity, negative = inhibition, most hits filed as inhibitors | 240,000 tested, 0.54% active | RECQ1 DNA unwinding, red fluorescence kinetic read;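 note: plate controls were vehicle for no effect and no enzyme for full effect; nearly all actives have a fitted effect of over 30% in size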
# Target sequence (P46063 whole entry, looked up): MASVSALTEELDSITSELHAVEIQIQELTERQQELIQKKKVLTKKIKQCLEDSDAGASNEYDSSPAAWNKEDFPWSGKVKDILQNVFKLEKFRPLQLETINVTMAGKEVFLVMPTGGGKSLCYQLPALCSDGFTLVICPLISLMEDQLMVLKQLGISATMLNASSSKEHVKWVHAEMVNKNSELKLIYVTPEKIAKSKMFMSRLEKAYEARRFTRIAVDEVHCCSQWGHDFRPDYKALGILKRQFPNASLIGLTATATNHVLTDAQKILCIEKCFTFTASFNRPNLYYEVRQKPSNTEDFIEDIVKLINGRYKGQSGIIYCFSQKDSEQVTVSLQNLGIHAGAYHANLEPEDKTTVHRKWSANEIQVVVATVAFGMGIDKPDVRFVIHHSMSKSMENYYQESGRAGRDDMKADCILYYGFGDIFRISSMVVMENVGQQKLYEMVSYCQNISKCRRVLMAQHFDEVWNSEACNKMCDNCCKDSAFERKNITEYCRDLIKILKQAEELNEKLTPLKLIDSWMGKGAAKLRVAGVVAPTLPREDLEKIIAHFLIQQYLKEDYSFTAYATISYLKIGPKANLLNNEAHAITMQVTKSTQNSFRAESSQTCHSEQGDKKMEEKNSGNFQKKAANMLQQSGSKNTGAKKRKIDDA
#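 RECQ1T1 50 nM; forked duplex (20 bp + 30-nt ss tails) 200 nM, ATP 2 mM final; pH 8.0, 2 mM MgCl2, 2.5 ug/ml poly(dI-dC); 15 min compound preincubation; discontinuous kinetic read over 2 h at RT.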
# The depositor's hits bear a star; i = inactive; ? = inconclusive; / = no result given; & = joins results of further samples; [ ] = another dose, or the depositor's remark. Unless noted, calls come from the whole dose curve; as a rule, active = well fitted curve in the direction sought with a large enough effect; inconclusive = small, poorly fitted or top-dose-only effect, or another doubt; inactive = no such curve, though single readings can be large; an effect the other way counts as inactive or inconclusive. Potency is the fitted concentration of half-maximal effect.
SMILES,Epigenetic reg,GoLoco inh red,Luc counter,NPSR antag,KDM4E inh,SMN2 splice up,IMPase Li inh,RECQ1 inh
CCOC(=O)N1CCC(c2cc(=O)n3[nH]cc(C(=O)OC)c3n2)CC1,0.8%,1%,3%,-7%[46.1 µM],?,14%,21%[38.3 µM],-16%
Cc1cc(C(F)(F)F)n2ncc(-c3ccc(F)cc3)c2n1,2.3%,3%,-3%,3%[46.1 µM],-1%,-20%,24%[38.3 µM],-3%
CCOC(=O)N1CCN(C(=O)C2CCN(S(=O)(=O)N(CC)CC)CC2)CC1,0.0%,-4%,-4%,-8%[46.1 µM],10%,-11%,-8%[38.3 µM],-5%
CC1CCN(CCCNC(=O)C2CCC(=O)N2C2CCCC2)CC1 (stereo not given),-4.6%,-23%,0%,-9%[46.1 µM],4%,-15%,3%[38.3 µM],-12%
O=C(N/N=C/c1ccccn1)c1ccc(NC(=O)c2cccc([N+](=O)[O-])c2)cc1,-2.7%,17%,0%,-5%,?,1%,22%,-3%
O=C(O)c1[nH]c2ccc(Cl)cc2c1CC(=O)N1CCN(C(=O)c2ccco2)CC1,-6.3%,6%,-1%,-7%[46.1 µM],-4%,?,16%[38.3 µM],-18%
C=CCOc1ccc(Cl)cc1CNC1CCCC1,2.2%,12%,-3%,1%,12%,-23%,9%,14%
Cc1c(NC(=O)CSc2nnc3c4ccccc4n(CCc4ccccc4)c3n2)c(=O)n(-c2ccccc2)n1C,-1.1%,3%,-3%,-25%[46.1 µM],6%,3.2µM*,29%[38.3 µM],-10%
COc1cc([N+](=O)[O-])cc(/C=N/NC(=O)Cn2nccc2C)c1O,0.5%,-3%,/,8%,13µM*,/,/,4%
CC(C)CC(=O)Nc1nc2c(c(=O)[nH]1)CCCC2,0.0%,-9%,-2%,-1%[46.1 µM],5%,-11%,36%[activator][38.3 µM],-5%
CC(C)c1ccc(C2CC(=O)N3CN(C)CSC3=C2C#N)cc1 (stereo not given),-1.0%,-23%,-1%,-27%[46.1 µM],-19%,-4%,3%[38.3 µM],-6%
COc1ccc(S(=O)(=O)n2cnc3cc(C)c(C)cc32)cc1C,0.0%,5%,-1%,3%[46.1 µM],8%,/,36%[38.3 µM],2%
Cc1cc2oc(=O)cc(CN3CCCCC3C)c2c(C)c1Cl (stereo not given),-5.1%,/,/,-18%[46.1 µM],3%,/,/,-9%
Cc1cc(NS(=O)(=O)c2ccc(NC(=S)NC(=O)c3ccccc3)cc2)no1,0.0%,-3%,-1%,-16%[46.1 µM],-9%,3%,-5%,6%
CC(=O)c1sc(NC(=O)c2ccccc2F)nc1-c1ccccc1,-5.3%,11%,-1%,-59%,-2%,11µM*,?,2%
CCc1sc(N(C(=O)Cc2ccccc2)c2ccc(F)cc2)nc1-c1ccccc1,1.4%,-7%,-6%,-21%[46.1 µM],-6%,-10%,31%[38.3 µM],i
Cc1nn(CC(=O)NCCN2CCOCC2)c(C)c1[N+](=O)[O-],4.4%,-8%,-3%,5%[46.1 µM],1%,11%,-1%[38.3 µM],-10%
CCCCOC(=O)Nc1nc2ccccc2s1,-1.4%,13%,-7%,-5%[46.1 µM],-5%,25µM*,6%[38.3 µM],-1%
CC1(C)CC(=O)C2=C(C1)Nc1nc(SCCN3CCOCC3)[nH]c(=O)c1C2c1cccs1 (stereo not given),2.1%,0%,-3%,-23%[46.1 µM],?,-8%,18%[38.3 µM],17%
N#CC(=C(/N)Sc1ccccc1N)/C(C#N)=C(\N)Sc1ccccc1N,-0.5%&0.0%,9%&6%,/,/,/,-34%&-72%[inhibitor],-4%&-9%,6%&-7%
Cc1cccc(OCC(=O)NC2CCCc3ccccc32)c1C (stereo not given),-2.5%,6%,-1%,-28%,-6%,-10%,4%,-5%
Cc1cc2c(nn1)CCc1c-2no[n+]1[O-],11%,-2%,/,12%,3%,/,/,i
OC1(CC#CCN2CCCCC2)c2ccccc2-c2ccccc21,14%,2%,/,0%,8%,/,/,-6%
O=C(NCCc1c[nH]c2ccccc12)C(=O)NCC(c1ccco1)N1CCN(c2ccccc2)CC1 (stereo not given),-0.9%,9%,-1%,-32%,9%,-21%[1.84 µM],6%,0%
O=C(Nc1ccc(OC(F)F)c(Cl)c1)Nc1ccc2c(c1)OCO2,-0.8%,6%,0%,-9%[46.1 µM],-5%,-12%,7%[38.3 µM],-9%
CS(=O)(=O)N(CC(=O)Nc1ccccc1Sc1ccccc1)c1ccc(F)cc1,-1.0%,/,/,?,2%,/,/,-9%
CC[n+]1c(/C=C2/C=C(C)CC(C)(C)C2)sc2ccc(OC)cc21,0.0%,267%[activator],-9%,?,-17%,-58%[inhibitor],54%[activator][38.3 µM],-4%
COc1ccc(NC(=O)c2cc3cc(OC)ccc3oc2=N)cc1,2.8%,-6%,6%,-28%[46.1 µM],-4%,-22%,7%[38.3 µM],11%
CCNS(=O)(=O)c1ccc(NC(=O)c2ccccc2)cc1,-3.9%,1%,-4%,-1%[46.1 µM],-6%,19%,4%[38.3 µM],-6%
COc1cc(C(=O)NC(=S)Nc2ccc(Cl)c(C(=O)O)c2)cc(OC)c1OC,0.0%,4%,1%,-10%[46.1 µM],-2%,-9%,0%[38.3 µM],-13%
CCOC(=O)c1nnn(-c2nonc2N)c1-c1ccc(F)cc1,3.3%,-3%,5%,2%,-9%,0%,11%,-2%
Cc1ccc2oc(-c3cccc(N)c3)nc2c1,1.3%,30%[activator],/,-9%,?,/,-21%,2%
Cc1cc2oc(C(=O)Nc3ccc(S(N)(=O)=O)cc3)c(C)c2cc1Cl,13%,19%,-1%,23%,-7%,/,4%,-13%
CC(C)C(=O)Nc1ccc2c3c(cccc13)CC2,-1.0%,6%,2%,20%,-8%,8%,5%,9%
Cc1ccc2nc3c(cc(C#N)c(=O)n3CC3CCCO3)c(=O)n2c1 (stereo not given),-0.2%,-3%,8%,-10%[46.1 µM],?,10%,-21%[38.3 µM],-3%
c1ccc(-c2nc3ccccn3c2NCc2ccc3c(c2)OCO3)cc1,0.2%,8%,-2%,-15%[46.1 µM],?,-35%[inhibitor],-6%[38.3 µM],-4%
CCOC(=O)CSC1=NC(=O)/C(=C/c2ccc(OC)cc2)S1,10%,-2%,-1%,-56%,6%,-10%[1.84 µM],11%,-1%
CCn1c2ccccc2c2cc(NC(=O)CSc3nnc(-c4ccccc4OC)n3N)ccc21,0.0%,8%,0%,-14%[46.1 µM],-3%,-14%,4%[38.3 µM],i
CCc1ccc(-c2nc(CN3CCC(C(=O)NCc4ccco4)CC3)c(C)o2)cc1,-3.6%,5%,-2%,-6%[46.1 µM],-1%,-14%,13%[38.3 µM],-5%
CC1(C)C(C#N)=C(N)Oc2c1c(=O)oc1ccccc21,-1.9%,1%,/,13%,-6%,/,/,i
O=C(Nc1cccc(S(=O)(=O)C(F)F)c1)c1ccc(Cl)c(S(=O)(=O)N2CCOCC2)c1,-0.9%,7%,7%,-27%[46.1 µM],1%,-60%[inhibitor],5%,-15%
COc1ccc(Cc2c(Cl)ncnc2Cl)cc1,2.1%,3%,2%,2%,4%,-38%[inhibitor],17%,4%
CCc1c(C)nc2cc(-c3cc(OC)cc(OC)c3)nn2c1N1CCN(CCN2CCOCC2)CC1,-1.0%,-3%,-3%,-16%,-18%,9%,-26%,12%
CCOC(=O)c1nnc(-c2ccccc2)nc1NCc1ccccc1,0.0%,0%,2%,?,3%,-2%,7%[38.3 µM],-8%
Cc1ccc(CC(=O)Nc2ccccc2N2CCOCC2)cc1C,1.5%,-6%,-2%,-21%[46.1 µM],-3%,0%,25%[38.3 µM],6%
CC(CN1CCCC1)C(=O)NN (stereo not given),2.4%,2%,-2%,16%,17%,-8%,0%,i
COc1ccc(-c2oc(NC(=O)CSc3ncn[nH]3)c(C#N)c2-c2ccc(OC)cc2)cc1,0.0%,5%,-1%,?,-2%,-7%,-2%[38.3 µM],-9%
COc1cccc(/C=N/NC(=O)CCc2c(C)n[nH]c2C)c1,-2.1%,-13%,-2%,-4%[46.1 µM],-4%,-2%,20%[38.3 µM],i
Cc1ccc(NC(=O)c2ccc([N+](=O)[O-])cc2)cc1S(=O)(=O)N(C)C,-2.3%,16%,2%,-12%,-4%,1%,4%,i
Cc1ccc(C(=O)Nc2ccccc2)cc1S(=O)(=O)Nc1ccc(Cl)cn1,0.1%,-12%,3%,26%,?,/,5%,i

# New compounds follow
SMILES,Epigenetic reg,GoLoco inh red,Luc counter,NPSR antag,KDM4E inh,SMN2 splice up,IMPase Li inh,RECQ1 inh
O=C(c1ccccc1)c1cnc2ccc(Cl)cc2c1N1CCOCC1,3.0%,26%,-1%,-28%,-2%,14%,-17%,-5%
Cc1ccc(NC(=O)c2cc(S(=O)(=O)NCCC3=CCCCC3)ccc2F)cc1,0.2%,6%,3%,-18%[46.1 µM],-5%,-75%[inhibitor],15%,-2%
COc1ccc2c(c1)CCC1=C2NC(=S)NC1c1ccc(N(C)C)cc1 (stereo not given),1.1%,8%,-4%,28%,?,/,5%,-12%
O=C(C1=C(O)C(=O)N(c2nccs2)C1c1ccccc1)c1cc2ccccc2o1 (stereo not given),5.3%,20µM*,/,?,?,/,/,-12%
Cc1nn(C)c(C)c1S(=O)(=O)N(CC(=O)NC1CCCCCC1)c1ccc(C(C)C)cc1,-5.9%,3%,-5%,2%[46.1 µM],0%,-25%,-2%[38.3 µM],-8%
O=C(OCC(=O)N1CCN(C(=O)c2ccco2)CC1)c1cc(-c2ccccc2)nc2ccccc12,4.0%,8%,14%,-19%[46.1 µM],?,1%,0%[38.3 µM],-11%
Cc1ccnc(N2CCC(C(=O)Nc3cccc(C(F)(F)F)c3)CC2)n1,5.7%,-11%,-4%,1%[46.1 µM],?,-37%[inhibitor],2%[38.3 µM],4%
c1ccc(Cc2nn3c(Cn4nnc5ccccc54)nnc3s2)cc1,-1.0%,-7%,3%,-6%[46.1 µM],-4%,-6%,7%[38.3 µM],i
Cc1cc2nc3[nH]c4c(Cl)cc(Cl)cc4c3nc2cc1C,/,-1%[14.2 µM],-8%[7.66 µM],/,/,2%[9.22 µM],-3%,/
CC/C(=N\NS(C)(=O)=O)c1ccccc1,-1.0%,-2%,-4%,10%[46.1 µM],0%,5%,9%[38.3 µM],i

# Source: PubChem BioAssay (National Center for Advancing Translational Sciences (NCATS))

# A portion of the library; rates above refer to the full screens.
